# From PubChem
# RXFP1 antagonist: RXFP1 (human) relaxin receptor antagonism. Q9HBX9. HEK293-RXFP1, relaxin-stimulated cAMP HTRF, 30 min; hits give low values. activity change, negative = inhibition, % at 57.5 µM. 0.59% of 350,000 active. AID 1259400;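 active = activity change of -60% or lower, but not beyond a set lower limit; inconclusive = change between -60% and -40%, or beyond the set limit; inactive = change above -40%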
# Target sequence (Q9HBX9 whole entry, looked up): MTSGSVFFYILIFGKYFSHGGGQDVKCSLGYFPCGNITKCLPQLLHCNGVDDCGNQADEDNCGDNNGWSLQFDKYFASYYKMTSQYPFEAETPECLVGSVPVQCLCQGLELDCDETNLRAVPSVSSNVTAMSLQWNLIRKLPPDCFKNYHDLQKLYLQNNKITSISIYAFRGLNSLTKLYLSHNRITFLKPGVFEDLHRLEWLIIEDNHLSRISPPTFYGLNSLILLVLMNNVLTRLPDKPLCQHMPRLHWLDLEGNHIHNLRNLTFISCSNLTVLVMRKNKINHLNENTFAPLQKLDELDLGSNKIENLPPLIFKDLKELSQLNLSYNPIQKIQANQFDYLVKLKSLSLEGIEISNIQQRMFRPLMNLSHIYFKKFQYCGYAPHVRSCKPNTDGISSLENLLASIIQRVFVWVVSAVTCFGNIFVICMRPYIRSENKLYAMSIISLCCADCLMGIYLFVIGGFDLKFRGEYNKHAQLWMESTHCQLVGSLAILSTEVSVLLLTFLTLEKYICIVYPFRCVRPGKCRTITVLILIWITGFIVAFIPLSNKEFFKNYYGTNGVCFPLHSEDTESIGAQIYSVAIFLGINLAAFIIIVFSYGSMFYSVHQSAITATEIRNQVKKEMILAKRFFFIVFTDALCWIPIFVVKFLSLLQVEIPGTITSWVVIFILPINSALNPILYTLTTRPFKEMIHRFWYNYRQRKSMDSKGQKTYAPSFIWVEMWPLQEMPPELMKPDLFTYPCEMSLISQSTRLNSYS
# An asterisk follows results filed as active; ? = inconclusive. % is set by controls: 0 for no effect and ±100 for the full control effect.
SMILES,RXFP1 antagonist
CCc1ccc(CNC(=O)C2CCN(S(=O)(=O)N3CCCCC3)CC2)cc1,5
COc1cc(C(=O)COC(=O)c2ccncc2)cc(OC)c1OC,-10
O=C(COC(=O)c1ccc2c(c1)OCCO2)Nc1ccccc1C(F)(F)F,2
CC1CC(C)(C)CC2(C1)NC(=O)N(CC(=O)OCC(=O)Nc1cc(S(=O)(=O)N3CCCCC3)ccc1Cl)C2=O (centres undefined),7
CCCCN1C(=O)C(CC(=O)NCc2ccco2)CC(C(=O)N(C)C)=C1C (centres undefined),0
Cc1c(NS(=O)(=O)c2cccc(C(=O)NC(C)c3ccccc3)c2)c(=O)n(-c2ccccc2)n1C (centres undefined),5
COc1ccccc1N(C)S(=O)(=O)c1ccc(Cl)c(C(=O)NCc2ccco2)c1,-11
COc1cccc(OC)c1C(=O)Nc1sc2c(c1C(N)=O)CCCC2,-14
COc1ccc(CCN2CC(C(=O)NCc3ccon3)CCC2=O)cc1 (centres undefined),-3
CC(NC(=O)CN1C(=O)NC2(CCCC2)C1=O)c1ccc(Cl)cc1Cl (centres undefined),0
CCN(CC)C(=O)C1=C(C)N(Cc2ccccc2)C(=O)C(CC(=O)NC2CCCCC2)C1 (centres undefined),-4
CCN(CC)CCCN1C(=O)C(=O)/C(=C(/O)c2ccc(OC)cc2)C1c1ccco1 (centres undefined),-10
CC1=CC2C(C3C=CC2(C)C(=O)C3(C)O)C(C)(O)C1=O (centres undefined),-5
COCCN(C(=O)COC(=O)c1ccc2c(c1)OCO2)c1c(N)n(Cc2ccccc2)c(=O)[nH]c1=O,-3
CC(=O)N(C)c1ccc(N=Nc2ccc3ncccc3c2)cc1,-31
CC(NC(=O)COC(=O)C1CC1C)c1ccccc1 (centres undefined),-2
O=C(CCC(=O)c1cccs1)Nc1nc2ccccc2s1,-27
CC(C)(C)OC[C@H](NC(=O)c1[nH]cnc1C(=O)Nc1ccccc1F)C(=O)OC(C)(C)C,1
CN(C(=O)c1cc(-c2cccs2)nn1-c1ccccc1)C1CCS(=O)(=O)C1 (centres undefined),1
Sc1ccccc1N=Cc1cccs1,-3
CCN(CC)CCC(O)(c1ccc2c(c1)OCO2)c1cc(OC)c(OC)c(OC)c1 (centres undefined),4
COc1cc(OC)cc(C(=O)NNC(=O)Cc2cccs2)c1,6
O=C(c1ccco1)N1CCN(C(=O)c2ccccc2OCc2ccccc2)CC1,-8
C[C@@H]1CN([C@@H](C)CO)C(=O)CCCn2cc(nn2)CO[C@H]1CN(C)S(=O)(=O)c1ccc(Oc2ccccc2)nc1,1
O=[N+]([O-])c1ccc(NN=C(C2CC2)C2CC2)c([N+](=O)[O-])c1,6
Oc1cccc(-c2nnc(-c3cccc(O)c3)nn2)c1,-15
O=C(C[C@H]1C(=O)N(Cc2cccnc2)C[C@@H]1Cc1ccccc1)Nc1ccccc1,-3
Cc1sc2ncnc(N3CCC(C(=O)N4CC(C)SC4=Nc4ccc(Cl)cc4)CC3)c2c1C (centres undefined),-11
c1ccc(NN=C(c2ccccc2)c2cccs2)cc1,-2
O=[N+]([O-])c1ccc(NN=C(c2ccccc2)c2ccccc2)nc1,0
COc1ccccc1NC(=O)COc1ccc(C(=O)NCC2CCCO2)cc1OC (centres undefined),9
Cc1n[nH]c(C)c1N=Nc1cc(Cl)ccc1Cl,0
CCCCC(C)Sc1nc2c([nH]1)c(=S)n(C)c(=O)n2C (centres undefined),-39
COc1cccc(C(=O)c2ccncc2C(=O)O)c1OC,8
N#Cc1ccc(C(S(=O)(=O)Cc2ccccc2)S(=O)(=O)Cc2ccccc2)cc1,-5
CSC[C@H]1CN(Cc2ccccc2)C(=O)[C@@H]1CC(=O)Nc1ccc(Br)cc1,-6
CCOc1ccc(OCCC(=O)OCC(=O)c2c(N)n(CC(C)C)c(=O)n(C)c2=O)cc1,1
O=C(Cc1ccc(S(=O)(=O)N2CCOCC2)s1)Nc1ccc(Br)c(C(F)(F)F)c1,-32
Cc1cccc(C)c1OCC(O)CN1CCc2ccccc2C1 (centres undefined),-1
CC1CCC2(CC1)NC(=O)N(CC(=O)Nc1ccc3c(c1)OCO3)C2=O (centres undefined),3
O=C(Nc1ccccc1C(F)(F)F)NC1(C(=O)N2CCOCC2)CCCCC1,-31
c1ccc(N2CCN(Cc3ccc4c(c3)OCO4)CC2)nc1,10
O=C(COC(=O)c1cc(Cl)nc(Cl)c1)NCc1ccc2c(c1)OCO2,7
CCOc1ccc(S(=O)(=O)N=C(c2ccccc2)N2CCOCC2)cc1,13
Cc1nnc(SCC(=O)Nc2cc(S(=O)(=O)N3CCOCC3)ccc2N2CCCC2)s1,-10
CC(=NNC(=S)Nc1ccccc1Cl)c1ccccn1,8
O=C(N1CCN(c2ncccn2)CC1)C12CC3CC(CC(C3)C1)C2,-25
CCN(C(=S)Nc1cccc2ccccc12)c1ccccc1,4
O=C(COC(=O)c1c(Cl)cccc1Cl)NC1CCCCCCC1,-3
CN(CC(=O)O)Cc1oc(CO)cc(=O)c1O,-7
CCCC(=O)Nc1cc(S(=O)(=O)N2CCOCC2)ccc1N1CCCCC1,-20
O=C(O)c1ccccc1NN=Cc1ccccc1,?
COc1cccc(CNC(=O)COC(=O)c2nn(C)c(=O)c3ccccc23)c1,-6
O=C(O)c1cccc2c1C(=O)c1cc([N+](=O)[O-])cc([N+](=O)[O-])c1-2,8
Clc1ccccc1NN(Cc1ccncc1)c1ccccc1Cl,?
CCN(CC)CCNc1c(C)cc(CO)c(Cl)c1C,13
CC1=C(C(=O)N(C)C)CC(CC(=O)NCC2CCCCC2)C(=O)N1CCC1=CCCCC1 (centres undefined),3
CC(=O)NCCc1ccc(C(=O)COC(=O)C2CCCCC2)cc1,-11
Cc1ccc(S(=O)(=O)N(C)CC(=O)NNC(=O)CCC(=O)c2ccc(F)cc2)cc1,1
O=C(C[C@H]1C[C@@H]2c3cc(NC(=O)c4ccc5c(c4)OCO5)ccc3O[C@@H]2[C@H](CO)O1)NCc1cc(F)ccc1F,-1

# Carrying on.
SMILES,RXFP1 antagonist
CC(=O)N1CCN(CC(=O)Nc2ccccc2C(=O)Nc2ccccc2)CC1,7
O=C(CCN1CCCCCC1)Nc1ccccc1F,-16
Cc1cc(C)cc(N(C(=O)C(F)(F)F)C(C(=O)NC2CCCCC2)c2cccs2)c1 (centres undefined),5
O=C(c1ccc(S(=O)(=O)Nc2ccccc2Cl)cc1)N1CCCC1,7
CCCCCCn1nc(C(=O)N(CCCC)c2c(N)n(CCC)c(=O)[nH]c2=O)c2ccccc2c1=O,-11
Brc1ccc(-c2noc(CCc3ccccc3)n2)cc1,-12
Cc1cc(C(=O)NN=C(CCC(=O)O)c2cccs2)c(C)o1,-16
CN(C)c1ccc(C=c2c3cc(O)ccc3n3c2cc(-c2ccccc2)[n+]3C)cc1,-10
Cc1cc(C)cc(Oc2nn[nH]n2)c1,11
O=C(COc1ccc(Br)cc1F)NCC1(N2CCCCC2)CCCCC1,-18
Cc1cc(C)c(NC(=O)CN(C)C(=O)CCN2C(=O)C3CCCCC3C2=O)c(C)c1 (centres undefined),2
Cc1ccc(OCCCCCN2CCOCC2)c(Cl)c1,-24
O=c1[nH]c(=O)c2cc3ccccc3nc2[nH]1,-11
Cc1cc(F)ccc1S(=O)(=O)N(CC(=O)N1CCOCC1)CC(=O)N1CCOCC1,-6
O=C(COC(=O)c1cccc(Cl)c1)NC(=O)NCc1ccccc1,?
O=C(O)c1ccccc1OP(=O)(O)O,15
CCCCCCN1C[C@H](O)[C@@H](n2cc(-c3ccc(F)cc3)nn2)C[C@@H]1c1ccc(Cl)cc1,-4
COc1ccc(CNC(=O)CCCn2c(SCC#N)nc3cc4c(cc3c2=O)OCO4)cc1,-1
CC(=O)Nc1ccc2c(c1Br)Cc1ccccc1-2,-21
COc1ccc(-c2ccc3c(c2)S(=O)(=O)c2cccc(C(=O)N4CCN(c5ccccn5)CC4)c2C3=O)cc1OC,7
CC(C)c1ccc(S(=O)(=O)N2CCC(C(=O)N3CCN(c4cccc(Cl)c4)CC3)CC2)cc1,-1
COc1ccccc1NC(=O)/C(N=Nc1ccc(C)c(S(=O)(=O)Nc2ccccc2Cl)c1)=C(\C)O,-4
C[C@@H]1CN([C@H](C)CO)C(=O)CCCn2nncc2CO[C@H]1CN(C)C(=O)c1cc(-c2ccccc2)on1,7
CN(C(=O)COC(=O)c1cccnc1Cl)C1CCCCC1,-12
Cc1ccc(NC(=O)CC(C)c2ccccc2)cc1S(=O)(=O)N1CCOCC1 (centres undefined),0
NC1=CC(=O)C(=O)c2cccnc21,13
OC(c1ccccc1)c1ccccc1CN1CCCNC1=S (centres undefined),-7
CC(C)(C)c1cc2cccnc2n1Cc1cccc(F)c1,-13
CC(=O)c1cccc(OCC(=O)OCC(=O)Nc2cc(S(=O)(=O)N3CCCCC3)ccc2C)c1,-10
CC(=O)Nc1ccc(S(=O)(=O)NN=c2sc3ccccc3n2C)cc1N,-1
NC(=O)CN1C(=O)C2C3CCC(C3)C2C1=O (centres undefined),10
Cc1cn(C2OC(CC(=O)Oc3ccccc3)C(O)C2O)c(=O)[nH]c1=O (centres undefined),-2
O=C(CN1C(=O)c2ccc([N+](=O)[O-])cc2C1=O)Nc1nnc(C2CC2)s1,0
C[C@@H]1CN([C@@H](C)CO)S(=O)(=O)c2ccc(Br)cc2O[C@H]1CN(C)Cc1ccccn1,-4
Cc1ccc(S(=O)(=O)Nc2ccccc2)cc1[N+](=O)[O-],2
Cc1ccc(C(=O)COC(=O)CSc2cccc3cccnc23)c(C)c1,-5
CCOc1ccccc1Nc1nc(N)nc(Cl)c1CC,-13
CCOC(=O)c1c(NS(=O)(=O)c2ccc(Br)cc2)sc2c1CCC2,-14
CC1CCN(C(=O)c2[nH]cnc2C(=O)Nc2ccccc2F)CC1,13
Nc1nc(SCc2ccccc2)c2ncn(C3CCCO3)c2n1 (centres undefined),-10
Cc1ccc(OCC(=O)Nc2oc(-c3ccccc3)c(-c3ccccc3)c2C#N)cc1,-3
O=C(O)C(Oc1ccc(Cl)cc1)c1ccc(Cl)cc1 (centres undefined),-4
CC1CCCC(NC(=O)COC(=O)COc2ccc(Br)cc2)C1C (centres undefined),5
Cc1cn([C@H]2C[C@H](O)[C@@H](CNCc3cccn3-c3nccs3)O2)c(=O)[nH]c1=O,15
C=Cn1cc(CNC[C@H]2O[C@@H](n3ccc(N)nc3=O)[C@H](O)[C@@H]2O)c(C)n1,-3
O=C(CCCn1c(=S)[nH]c2ccc(Br)cc2c1=O)NCC1CCCO1 (centres undefined),?
Cc1ccc2c(Br)cc(Br)c(O)c2n1,-5
CCc1ccc(Nc2nnc(SC(C)C(=O)NC3CC3)s2)cc1 (centres undefined),-6
CCCN1C(=O)C(NC(C)=O)c2cc(OC)ccc21 (centres undefined),1
C[C@@H]1CN([C@H](C)CO)C(=O)CCCn2nncc2CO[C@H]1CN(C)Cc1ccccc1C(=O)O,-6
COc1ccc(C(=S)N2CCN(c3ccccc3C)CC2)cc1OC,-23
O=C1CCC(C(=O)OCC(=O)Nc2ccc(OC(F)F)cc2)=NN1,1
CCN(CC)C(=O)c1[nH]cnc1C(=O)Nc1ccccc1F,-3
CC(=O)c1ccc(Cc2ccc(C(C)=O)s2)s1,-2
CN(CC(=O)Nc1ccc(F)cc1)C(=O)COC(=O)c1cc(Br)c(Br)s1,-5
CCOC(=O)C1CCN(C(=O)COC(=O)C23CC4CC(CC(C4)C2)C3)CC1,4
Cc1nc(Cl)sc1C(=O)Nc1cccc(C(F)(F)F)c1,8
O=C(NC1CCCCC1)C(c1ccc2ncccc2c1)N(Cc1ccc2c(c1)OCO2)C(=O)c1cccs1 (centres undefined),-13
C[C@@H]1CN([C@H](C)CO)C(=O)c2c(c3ccccc3n2C)-c2ccccc2CO[C@H]1CN(C)S(=O)(=O)c1cn(C)cn1,-5
CCN(CC)CCCn1c2c(c(SCC(=O)Nc3cc(C)cc(C)c3)nc1=O)CCC2,-6
CC1CC(C)CN(C(=O)COC(=O)CN2C(=O)c3ccccc3C2=O)C1 (centres undefined),-8

# Among those listed so far, 17 contain fluorine:
SMILES,RXFP1 antagonist
O=C(COC(=O)c1ccc2c(c1)OCCO2)Nc1ccccc1C(F)(F)F,2
CC(C)(C)OC[C@H](NC(=O)c1[nH]cnc1C(=O)Nc1ccccc1F)C(=O)OC(C)(C)C,1
O=C(Cc1ccc(S(=O)(=O)N2CCOCC2)s1)Nc1ccc(Br)c(C(F)(F)F)c1,-32
O=C(Nc1ccccc1C(F)(F)F)NC1(C(=O)N2CCOCC2)CCCCC1,-31
Cc1ccc(S(=O)(=O)N(C)CC(=O)NNC(=O)CCC(=O)c2ccc(F)cc2)cc1,1
O=C(C[C@H]1C[C@@H]2c3cc(NC(=O)c4ccc5c(c4)OCO5)ccc3O[C@@H]2[C@H](CO)O1)NCc1cc(F)ccc1F,-1
O=C(CCN1CCCCCC1)Nc1ccccc1F,-16
Cc1cc(C)cc(N(C(=O)C(F)(F)F)C(C(=O)NC2CCCCC2)c2cccs2)c1 (centres undefined),5
O=C(COc1ccc(Br)cc1F)NCC1(N2CCCCC2)CCCCC1,-18
Cc1cc(F)ccc1S(=O)(=O)N(CC(=O)N1CCOCC1)CC(=O)N1CCOCC1,-6
CCCCCCN1C[C@H](O)[C@@H](n2cc(-c3ccc(F)cc3)nn2)C[C@@H]1c1ccc(Cl)cc1,-4
CC(C)(C)c1cc2cccnc2n1Cc1cccc(F)c1,-13
CC1CCN(C(=O)c2[nH]cnc2C(=O)Nc2ccccc2F)CC1,13
O=C1CCC(C(=O)OCC(=O)Nc2ccc(OC(F)F)cc2)=NN1,1
CCN(CC)C(=O)c1[nH]cnc1C(=O)Nc1ccccc1F,-3
CN(CC(=O)Nc1ccc(F)cc1)C(=O)COC(=O)c1cc(Br)c(Br)s1,-5
Cc1nc(Cl)sc1C(=O)Nc1cccc(C(F)(F)F)c1,8

# This is a subset (hit frequency here may not be typical).
